From PubChem BioAssay
mcGAS RapidFire: inhibitors of Mus musculus cyclic GMP-AMP synthase, initial high-throughput assay, cell-free, RapidFire MS; recombinant mouse cGAS, cGAMP by RapidFire MS; inhibition, % at 12.5 µM; actives 0.18% (n = 130,000); AID 1259397, 2018;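 active = inhibition of cGAS enzyme activity at or above 60%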;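 note: enzyme stimulated by 45 bp dsDNA with ATP and GTP substrates; cGAMP share of summed cGAMP plus half ATP and half GTP signals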
Target sequence (Q8C6L5 whole entry, looked up): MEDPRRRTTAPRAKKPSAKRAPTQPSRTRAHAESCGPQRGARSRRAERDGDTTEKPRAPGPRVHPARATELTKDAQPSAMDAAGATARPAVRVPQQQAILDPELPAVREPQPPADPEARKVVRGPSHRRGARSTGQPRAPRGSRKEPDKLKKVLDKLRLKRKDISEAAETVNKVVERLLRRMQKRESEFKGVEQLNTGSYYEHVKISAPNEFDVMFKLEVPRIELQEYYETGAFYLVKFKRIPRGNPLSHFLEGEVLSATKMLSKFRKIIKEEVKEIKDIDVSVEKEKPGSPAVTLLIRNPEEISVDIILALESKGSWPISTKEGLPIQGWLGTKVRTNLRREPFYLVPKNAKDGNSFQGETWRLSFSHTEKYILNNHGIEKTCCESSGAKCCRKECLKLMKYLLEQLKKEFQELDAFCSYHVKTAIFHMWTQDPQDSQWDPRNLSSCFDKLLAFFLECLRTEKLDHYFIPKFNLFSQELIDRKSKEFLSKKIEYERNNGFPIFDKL
Numbers without * were called inactive; & = joins results of further samples. A portion of the library; rates above refer to the full screens.

SMILES | mcGAS RapidFire
CCN(Cc1cnn(C)c1)C(=O)c1ccc(-c2ncn[nH]2)cc1 | -12
CN(C)c1ncccc1CNC(=O)COc1ccccc1Cl | -8
CC(C)c1cccc(OCCCCN2CCNCC2)c1 | -1&3
CCn1cc(C(=O)NCC(C)(CC)N2CCOCC2)c2ccccc21 (centres undefined) | 5
CCOC(=O)CNC(=O)CCc1c(C)nn(-c2nc(C)cc(=O)[nH]2)c1C | 0
CS/C(=C/c1ccc(C)s1)S(C)=O (centres undefined) | -12
NC(=O)c1ccc(NS(=O)(=O)c2c(F)cc(F)cc2Br)cc1 | -20
COC(=O)C1C(=O)CSC1=Nc1ccc(C(F)(F)F)cc1 (centres undefined) | -2
CCc1nnc(NC(=O)CSc2nc3[nH]ncc3c(=O)[nH]2)s1 | 0
Cn1cc(Cl)c(C(=O)NC2CCCC2)n1 | -9
CCN(CC)S(=O)(=O)c1cc(NC(=O)C(C)N2CCc3ccccc32)ccc1C (centres undefined) | 3
O=C1CN(C2CCN(Cc3ccccc3)C2)CC(OCc2ccccn2)CN1CC1CCOCC1 (centres undefined) | -7
Cc1ccc(Cn2nc(C)c(C(=O)N(C)Cc3ccccc3O)c2Cl)cc1 | -3
Cn1c(=NC(=O)c2cc(Cl)sc2Cl)sc2cc(S(C)(=O)=O)ccc21 | -5
O=C(c1cccc2nccnc12)N1CCC(n2cc(-c3ccccc3)nn2)CC1 | -39
CN(Cc1cccc(F)c1)C(=O)CNC(=O)c1ccoc1 | 3
CN(C)c1ncccc1CNC(=O)CC1CC2CCC1C2 (centres undefined) | -6
c1cc(Nc2ccc3ncsc3c2)nc(N2CCN(Cc3ccc(-c4csnn4)cc3)CC2)n1 | -2
CC(C)Cn1c2c(=O)[nH]c(=O)n(C)c2n2c(-c3c(F)cccc3Cl)nnc12 | -6
COc1ccc(OC)c(-n2c(C)cn3c4c(=O)n(CCCO)c(=O)n(C)c4nc23)c1 | -7
Cc1ccccc1C(CC(=O)NCCN(C)C)c1ccccc1 (centres undefined) | -7
O=S(=O)(c1cnc[nH]1)N1CCc2cc(Cl)cc(Cl)c2C1 | -10&-4
CC(=O)c1ccccc1NC(=O)c1nn(-c2cccc(Cl)c2)nc1C | -5
CCc1ccc2c(c1)S(=O)(=O)C(C(F)(F)F)CO2 (centres undefined) | -10
CC(OC(=O)C1CCC1)C(=O)N1CCSc2ccccc21 (centres undefined) | -3
COCC(O)CN1CCCC1c1noc(C)n1 (centres undefined) | -5
Cc1ccc(CNC(=O)N2CCN(Cc3ccc4c(c3)OCO4)CC2)cc1 | 1
O=c1[nH]c(C2CSCCS2)nc2cc(C(F)(F)F)ccc12 (centres undefined) | -8
O=C(CCc1ccccc1)N1CCCC(N2CCN(c3ccc(F)cc3)CC2)C1 (centres undefined) | -10
Cc1ccc(S(=O)(=O)NCC2CCC2)cc1C(F)(F)F | -13
Cc1ccc(Cl)cc1N=Cc1nc(-c2ccc(Br)cc2)oc1O | -9
N#CC(=C(O)CSc1nc2ccccc2s1)c1nc2ccccc2s1 | -4
Cc1ccc2nc(CN(C)C(=O)c3cn4cccnc4n3)[nH]c2c1 | -33
Cc1nnc(SCCCNC(=O)C2Cc3ccccc3CN2C)s1 (centres undefined) | -13
Cc1cccc(NC(=O)Cc2csc(NC(=O)c3ccoc3C)n2)n1 | 0
CNCC[C@@H](Oc1ccccc1C)c1ccccc1 | 11
c1cc(N2CCOCC2)ccc1-c1cnc2c(c1)CCN2 | -1
Cc1cc(C2CCC2)nc(N(C)Cc2cc(-c3ccccn3)no2)n1 | -5
CCn1nc(C)c(C(=O)N2CCc3c(nc(-c4ccccn4)[nH]c3=O)C2)c1C | 6
Cc1nc(C)c(C(=O)N2CCC3(CCCN(CC(C)(C)C)C3=O)C2)s1 (centres undefined) | 4

A second format for part of the listing above:
Compound,mcGAS RapidFire
Cc1nc(C)c(C(=O)N2CCC3(CCCN(CC(C)(C)C)C3=O)C2)s1 (centres undefined),4
c1cc(N2CCOCC2)ccc1-c1cnc2c(c1)CCN2,-1

Later entries.
SMILES | mcGAS RapidFire
Cc1ccc2nc(C)c(NC(=O)CCCc3ccccc3)c(=O)n2c1 | -15
Cc1nc(C(=O)N(c2cccc3cccnc23)C2CCCC2)cs1 | -14
CCSC(C)CC1C/C(=N\O)c2c(C)noc2C1 (centres undefined) | -4
COC(=O)[C@@H]1C[C@@H](NC(=O)c2cc(C)nc(C)n2)CN1C | -8
CN(Cc1ncc[nH]1)Cc1cccn1S(=O)(=O)c1ccccc1 | -10
O=S(=O)(Cc1ccccc1CN1CCOC(C(F)(F)F)C1)c1ccccc1 (centres undefined) | 4
C[N+](C)(C)CC(=O)O | -5&-4
CC(C)(C)c1ccc(C(=O)Nc2ccc(-c3noc(-c4cccc([N+](=O)[O-])c4)n3)cc2)cc1 | -9
COc1ccccc1N=P12CN3CN(CN(C3)C1)C2 | -24
O=C(O)CCc1nn2c(=O)c3ccccc3nc2s1 | 3
CC(=O)Nc1cc(NC(C)=O)cc(C(=O)OC2CC(C)OC2=O)c1 (centres undefined) | 6
CC(C)NCc1c(-c2ccccc2)noc1N1CCN(C)CC1 | -14
COC(=O)c1ccccc1S(=O)(=O)N1CCC2(CCCNC2)C1 (centres undefined) | 1
Cc1ccc(-c2nnc(-n3ncc(C#N)c3N)c3ccccc23)cc1 | -7
CC1CCN(C(CNc2ccc3nnnn3n2)c2cccs2)CC1 (centres undefined) | -6
O=P1(NN=Cc2ccc(OC(F)F)cc2)C=C(c2ccccc2)OC(c2ccccc2)=C1 | -11
CC1CCN(C(=O)COc2ccccc2-c2nccn2-c2cccnc2)CC1 | -14
Cc1nnc(NC(=O)NCC(c2ccccc2)c2ccccc2)s1 | -9
CCNC(=O)c1cc(Oc2ccc(C)cc2Br)ccn1 | -15
COc1cc(C(=O)NCCSCc2ccco2)ccc1OC(C)C | -5
CC(NC(=O)c1ccc(Cn2ccnc2)o1)c1nc2c(s1)CCCC2 (centres undefined) | -9
CCC(NCC(=O)Nc1ccc(Cl)c(OC)c1)c1ccnn1C (centres undefined) | -5
N#CC1C(=N)SC2c3ccccc3CCC12 (centres undefined) | -8
CCCc1ncc(C[n+]2ccccc2C)c(N)n1 | 1&4&9
CCN(CC)S(=O)(=O)N1CSCC1C(=O)N1CCCC1 (centres undefined) | -5
Cc1ccc(S(=O)(=O)N2CCC(C(=O)N(Cc3ccc(F)cc3)C3CC3)CC2)c(C)c1 | -4
Cc1nnc(SCc2ccccc2Cl)[nH]c1=O | 4
CCC(NCc1cn[nH]c1-c1ccc(C)c(C)c1)c1ccc(F)cc1 (centres undefined) | 8
Cc1cc(C(=O)N2CCOC(c3ccccc3)C2)cc(Cl)n1 (centres undefined) | -2
Cc1ccc(/C=N\n2c(=O)c(C(C)(C)C)nn3cnnc23)cc1 | -5
CC[C@@]1(C(=O)O)C[C@H](C(=O)N2CC=CCC2)[C@H](c2ccc(OC)cc2)N1C | -21
CCn1c(=O)c2ccccc2n(CC(=O)NC(c2ccc(F)cc2)C2CCCC2)c1=O (centres undefined) | 2
CC(=O)Nc1cc(-c2ccccc2)nn1-c1ccc(C(=O)Nc2ccc(C(C)(C)C)cc2)cc1 | 5
O=C(NCC1CCCO1)c1ccccc1NS(=O)(=O)c1cc(F)ccc1F (centres undefined) | -2
CCOc1ccccc1N1CC(C(=O)Nc2ccc(Br)cc2F)CC1=O (centres undefined) | -5
COC(=O)CNC(=O)c1csc(-c2cc3ccccc3n2C)n1 | 3
COc1ccc(NC(=O)CN2C[C@@H](C)O[C@@H](C)C2)cc1NC(=O)c1ccccc1 | -10
COc1ccc(S(N)(=O)=O)cc1C(=O)Nc1cccc(C(C)C)c1 | -23
CCn1c(C2CCCN(S(=O)(=O)c3ccc(C)c(C)c3)C2)n[nH]c1=O (centres undefined) | -6
COC(=O)C(NS(=O)(=O)c1ccc(OC(F)(F)F)cc1)C(C)C (centres undefined) | -4
CC(Nc1cc(C(C)C)nc2ncnn12)C(=O)N1CCOCC1 (centres undefined) | -4
CC1(O)CCC(C(C)(C)O)CC1 (centres undefined) | 1
Cc1cc(C(=O)N2CCCC2C(=O)O)c(C)o1 (centres undefined) | -1
COc1ccc(-c2ccc(C(C)O)cc2)c2cccnc12 (centres undefined) | -34
Cc1ccc2c(C(=O)NCCn3cccn3)cc(C)nc2c1 | -12
CCC(NC(=O)N1CCCC1c1cccn1C)c1ccc2c(c1)OCCO2 (centres undefined) | -3
CC1Sc2ccc(S(C)(=O)=O)cc2N(Cc2ccccc2)C1=O (centres undefined) | 7
N#Cc1cccc(C(=O)N2CCOC(Cc3ccccc3)C2)c1 (centres undefined) | -3
COc1ccc2nc3c(nc2c1)-c1cccc2cccc-3c12 | -2
COCCCn1c(CN2CCc3ccccc3C2)cnc1S(=O)(=O)C1CCCC1 | -3
O=C(O)c1ccccc1CN1CCCCC1CCn1cccn1 (centres undefined) | -16
Cc1cccc(NC(=O)CCC2CCN(C(=O)C3=NN(C)C(=O)CC3)CC2)c1 | 0
C=C(C#N)C(O)(c1ncc(Cl)n1C)C(F)(F)F (centres undefined) | -3
OCCC1CN(Cc2cccc3c2OCO3)CCN1Cc1ccc(F)c(F)c1 (centres undefined) | -3
COc1ccc(C(=O)N2CCN(c3cccc(Br)c3)C(=O)C2C)cc1 (centres undefined) | -5
COc1cccc(CN2Cc3cc(NC(=O)OCc4ccccc4)ccc3OC(C)C2=O)c1OC (centres undefined) | -12
CC(C)NC(=O)c1ccc(Cl)c(NS(=O)(=O)c2c(F)cccc2F)c1 | 12
CC1(OCC#CCN2CCOCC2)COC(C)(OCC#CCN2CCOCC2)CO1 (centres undefined) | -11
FC(F)(F)CCCN(Cc1ccsc1)CC1CCCO1 (centres undefined) | -6
NC(=NOC(=O)c1ccccc1-c1ccccc1)c1ccncc1 | -11

Next part.
SMILES | mcGAS RapidFire
COc1ccc(/C=C/c2ccccc2)cn1 | -14
CC(=O)C(C#N)(CC(=O)NC1CCS(=O)(=O)C1)c1c(Cl)cccc1Cl (centres undefined) | -6
COc1ccccc1-n1c(C)c(C)n2c3c(=O)n(CC(C)=O)c(=O)n(C)c3nc12 | -6
O=C(C1=C(O)C(=O)N(CCCn2ccnc2)C1c1ccco1)c1ccco1 (centres undefined) | -14&-7
Cc1nn(CN(CC2CC2)C2CC2)c(C)c1Br | -12
CC(C)c1cc(CN2CCN(C3CCCCC3)C(CCO)C2)[nH]n1 (centres undefined) | 2
CN1CCN(S(=O)(=O)c2ccc(N3CCCC3c3ccc4c(c3)OCCO4)nc2)CC1 (centres undefined) | -5
CC(C)c1ccc(CC(=O)NCC2(C)CCN(C)C2)cc1 (centres undefined) | -5
Cc1nc2n(n1)C(=O)C(C(c1ccc([N+](=O)[O-])cc1)N1CCN(Cc3ccccc3)CC1)S2 (centres undefined) | -10
CCOC1NC(=O)NC(=O)C(C)=C1c1ccc(OC)cc1 (centres undefined) | 20
O=C(NCC(F)(F)F)c1ccc(-n2cc(Br)cn2)cc1 | -8
CCOc1ccc(OCCN2C(=O)CSC2c2ccc(NC(C)=O)cc2)cc1 (centres undefined) | 0
COc1ccc(OC)c(NC(=O)C2(C)CCN2Cc2ccc(C)cc2)c1 (centres undefined) | -3
Cc1cc2c(cc1C)NC(CC(N)=O)C(=O)N2 (centres undefined) | -6
CCOc1cccc(CNCC(C)(C)N2CCS(=O)CC2)c1 | -5
C=CCn1c(SCC(=O)N(C(C)C)C(C)C)nc2sc3c(c2c1=O)CCC(C)C3 (centres undefined) | 10
COc1c(Br)cc([N+](=O)[O-])cc1Br | -8
Cc1nn(Cc2ccccc2)c(C)c1C(=O)N1CCc2ccccc2C1 | -8
Cc1cc(NC(=O)C(C)OC(=O)CC23CC4CC(CC(O)(C4)C2)C3)no1 (centres undefined) | 6
COc1cccc(CNC(=O)CCC2CCCN(C(=O)c3ccc4cccc(F)c4n3)C2)c1 (centres undefined) | -14
CCOC(=O)C1(CCCc2ccccc2)CCN(C(=O)CCc2cnn(C)c2)CC1 | -12

A stretch from the list above:
SMILES | mcGAS RapidFire
Cc1cc(C2CCC2)nc(N(C)Cc2cc(-c3ccccn3)no2)n1 | -5
CCn1nc(C)c(C(=O)N2CCc3c(nc(-c4ccccn4)[nH]c3=O)C2)c1C | 6
Cc1nc(C)c(C(=O)N2CCC3(CCCN(CC(C)(C)C)C3=O)C2)s1 (centres undefined) | 4
Cc1ccc2nc(C)c(NC(=O)CCCc3ccccc3)c(=O)n2c1 | -15
Cc1nc(C(=O)N(c2cccc3cccnc23)C2CCCC2)cs1 | -14
CCSC(C)CC1C/C(=N\O)c2c(C)noc2C1 (centres undefined) | -4
COC(=O)[C@@H]1C[C@@H](NC(=O)c2cc(C)nc(C)n2)CN1C | -8
CN(Cc1ncc[nH]1)Cc1cccn1S(=O)(=O)c1ccccc1 | -10
O=S(=O)(Cc1ccccc1CN1CCOC(C(F)(F)F)C1)c1ccccc1 (centres undefined) | 4
C[N+](C)(C)CC(=O)O | -5&-4
CC(C)(C)c1ccc(C(=O)Nc2ccc(-c3noc(-c4cccc([N+](=O)[O-])c4)n3)cc2)cc1 | -9
COc1ccccc1N=P12CN3CN(CN(C3)C1)C2 | -24
O=C(O)CCc1nn2c(=O)c3ccccc3nc2s1 | 3
CC(=O)Nc1cc(NC(C)=O)cc(C(=O)OC2CC(C)OC2=O)c1 (centres undefined) | 6
CC(C)NCc1c(-c2ccccc2)noc1N1CCN(C)CC1 | -14
COC(=O)c1ccccc1S(=O)(=O)N1CCC2(CCCNC2)C1 (centres undefined) | 1
Cc1ccc(-c2nnc(-n3ncc(C#N)c3N)c3ccccc23)cc1 | -7
CC1CCN(C(CNc2ccc3nnnn3n2)c2cccs2)CC1 (centres undefined) | -6
O=P1(NN=Cc2ccc(OC(F)F)cc2)C=C(c2ccccc2)OC(c2ccccc2)=C1 | -11
CC1CCN(C(=O)COc2ccccc2-c2nccn2-c2cccnc2)CC1 | -14
Cc1nnc(NC(=O)NCC(c2ccccc2)c2ccccc2)s1 | -9
CCNC(=O)c1cc(Oc2ccc(C)cc2Br)ccn1 | -15
